Assay outcomes from PubChem BioAssay.
aGal spleen mod – inhibits or activates alpha-galactosidase in human spleen homogenate; P06280; human spleen homogenate, 4MU-alpha-Gal fluorescence, 40 min; Potency, µM (top dose mostly 80 µM), for the others: top-dose activity change, negative = inhibition, hits mostly inhibitors; 240,000 compounds, 0.008% hits; AID 2107;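 also: 0% = enzyme with vehicle and -100% = no enzyme basal signal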
Target sequence (P06280 32-429 limits assumed): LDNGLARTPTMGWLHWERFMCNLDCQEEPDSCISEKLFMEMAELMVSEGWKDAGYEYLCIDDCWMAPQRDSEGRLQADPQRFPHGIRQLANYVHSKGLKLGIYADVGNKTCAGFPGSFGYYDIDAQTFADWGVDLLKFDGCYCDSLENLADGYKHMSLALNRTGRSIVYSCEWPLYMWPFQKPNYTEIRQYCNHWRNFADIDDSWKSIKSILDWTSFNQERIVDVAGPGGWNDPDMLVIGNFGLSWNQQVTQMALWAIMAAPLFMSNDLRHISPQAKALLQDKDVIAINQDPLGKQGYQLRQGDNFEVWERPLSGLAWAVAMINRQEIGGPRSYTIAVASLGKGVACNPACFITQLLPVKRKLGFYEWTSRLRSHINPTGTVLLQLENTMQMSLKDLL
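Spleen homogenate 1 ug + cpd (titration) + 4-MU-alpha-D-galactopyranoside 1 mM; 37C 40 min; 50 mM citrate/phosphate pH 5.0, 0.01% Tween-20; stop pH 10; fluorescence 365/440; AC50 via Hill.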
HTT cytoprotect – cytoprotection in Huntington HTT-Q103 PC12 cell model | PC12 HTT-Q103 induced, cytoprotection, ATP luminescence, 40 h | Potency, µM (series often up to 56.4 µM), without a hit: cytoprotection (ATP increase), most hits filed as activators | 230,000 compounds, 0.14% hits | AID 1471;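 also: % of control where 0% means no effect; nearly all actives have a fitted effect of over 45% in size; toxic huntingtin expression switched on by the ecdysone agonist tebufenozide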
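Stable PC12 Q103-GFP cells in serum-supplemented, phenol red-free DMEM; induction by tebufenozide at 100 nM final; compound dose series; cell viability quantified luminescently from ATP.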
Tau fluor counter – counter-screen for tau fibril formation inhibitors. tau K18 P301L Alexa594 fluorescence, heparin fibrillization. Potency, µM (top dose mostly 57.7 µM), for inactives: at the top dose activity change, negative = decrease. 280,000 compounds, 0.93% hits. AID 1463; also: % is scaled to controls: 0 for no effect and ±100 for the full control effect; nearly all actives have a fitted effect of over 55% in size
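Human tau K18 P301L (15 uM unlabeled, 0.24 uM Alexa 594-labeled) in 100 mM sodium acetate pH 7 with 20 uM heparin, 6 hr at 37 C. ThT 30 uM added, 1 hr ambient; Alexa 594 FP and total fluorescence read at 555/632 nm.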
GAA inhib – inhibitors of human lysosomal alpha-glucosidase; Potency, µM (doses to about 76.9 µM), without a hit: at the top dose activity change, negative = inhibition, usual class: inhibitors; 200,000 compounds, 0.005% hits; purified human GAA, 4-MU-alpha-glucoside fluorescence; P10253;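 also: plate controls were uninhibited enzyme wells for no effect and no-enzyme background for full effect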
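qHTS format, compound range up to 77 uM. Human lysosomal enzyme at 4 nM, 400 uM 4-MU glucoside substrate, pH 5.0, 20 min room temperature; fluorescence after alkaline stop gives activity normalized to controls.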
GAA glycogen mod – alters human alpha-glucosidase cleavage of glycogen; 300,000 compounds, 0.38% hits; Potency, µM (top dose mostly 76.4 µM), without a hit: top-dose activity change, negative = inhibition, most hits filed as inhibitors; recombinant GAA, glycogen substrate, Amplex Red glucose oxidase fluorescence; AID 2100;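 also: 0% = full enzyme reaction and -100% = no-enzyme basal signal; the screen sought inhibitors and activators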
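qHTS, 1536-well; enzyme 4 nM final; cpd up to 77 uM; substrate bovine liver glycogen 30 ug; 50 mM citrate/phosphate pH 5.0, 0.01% Tween-20; 37 C, 40 min; Amplex Red detection 45 min RT; Hill fit → AC50.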
GAA spleen mod – inhibits or activates alpha-glucosidase in human spleen homogenate; 240,000 compounds, 0.006% hits; P10253; Potency, µM (top dose mostly 79.9 µM), inactives show at the highest dose activity change, negative = inhibition, hits mostly inhibitors; AID 2112; human spleen homogenate, 4-MU-alpha-glucoside fluorescence;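 also: 0% = enzyme with vehicle and -100% = no enzyme basal signal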
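Human spleen homogenate (1 ug) incubated with compounds and 1 mM 4-methylumbelliferyl-alpha-D-glucopyranoside in pH 5.0 citrate/phosphate buffer, 37 C, 40 min. Stopped at pH 10; 4-MU fluorescence (Ex 365/Em 440 nm); AC50 by Hill fit.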
Tau ThT inhib – blocks human tau fibril formation measured by thioflavin T; 270,000 compounds, 2.1% hits; recombinant tau K18 P301L, heparin-induced fibrillization, ThT fluorescence; Potency, µM (titrated, usually from 57.4 µM), for inactives: at the highest dose activity, negative = inhibition, most hits filed as inhibitors; P10636; also: % is scaled to controls: 0 for no effect and ±100 for the full control effect; nearly all actives have a fitted effect of over 55% in size
Target sequence (P10636 561-689 P618L limits assumed): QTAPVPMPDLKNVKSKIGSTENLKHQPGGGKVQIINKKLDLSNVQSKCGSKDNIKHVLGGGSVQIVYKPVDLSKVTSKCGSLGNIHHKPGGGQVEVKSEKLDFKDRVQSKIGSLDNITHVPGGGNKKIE
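Using a mix of unlabeled (15 uM) and Alexa 594-labeled (0.24 uM) tau K18 P301L, heparin-triggered fibrillization over 6 hr at 37 C was scored by ThT fluorescence.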
Tau fibril FP – inhibitors of human tau fibril formation | Potency, µM (highest dose often 57.7 µM), inactives show at the top dose activity, negative = inhibition, actives largely listed as inhibitors | P10636 | 280,000 compounds, 0.39% hits | K18 P301L tau heparin fibrillization, Alexa594 FP, 6 h; also: % is scaled to controls: 0 for no effect and ±100 for the full control effect; nearly all actives have a fitted effect of over 55% in size
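Read-out: fluorescence polarization of Alexa 594-labeled tau (0.24 uM), 555 nm excitation, 632 nm emission. Mixtures held 15 uM unlabeled K18 P301L, compound and 20 uM heparin, pH 7 acetate buffer, incubated 6 hr at 37 C.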
The depositor's hits bear a star; ? = inconclusive; · = no result given; [ ] = another dose, or the depositor's remark. Calls follow the shape of the dose curve; as a rule, active = well fitted curve in the direction sought with a large enough effect; inconclusive = small, poorly fitted or top-dose-only effect, or another doubt; inactive = no such curve, though single readings can be large; an effect the other way counts as inactive or inconclusive. Potency is read from the fitted curve at half-maximal effect.

SMILES	aGal spleen mod	HTT cytoprotect	Tau fluor counter	GAA inhib	GAA glycogen mod	GAA spleen mod	Tau ThT inhib	Tau fibril FP
Clc1ccc(N2CCCCCC2)nn1	0%	-3%	0%	10%	4%	-8%	-2%	-11%
CCCCCC(=O)Nc1cccc(C2=NOC3(C2)C[C@@H](C(N)=O)N(C(=O)c2cc([N+](=O)[O-])cc([N+](=O)[O-])c2C)C3)c1 (some centres not stated)	3%	14%[10 µM]	-19%	·	-16%	-1%	-11%	12%
COc1ccc(-n2c(SCC(=O)Nc3cccc(S(N)(=O)=O)c3)nc3ccccc3c2=O)cc1OC	0%	2%[10 µM]	-13%	-3%	-4%	-5%	-14%	-5%
O=C(O)C1=C[C@@H](c2coc3ccccc3c2=O)C[C@@H](OCCCCO)O1	16%	-2%[10 µM]	7%	·	1%	2%	-2%	4%
Cc1cc2c(cc1C)[n+](C)cn2CC(O)COCc1ccccc1 (configuration not stated)	-1%	19%[10 µM]	0%	1%	4%	-22%	-1%	5%
C[C@H](NC(=O)c1ccccc1Cl)C(=O)OCCOc1cccc(Cl)c1	-4%	·	-4%	-11%	-13%	-5%	0%	2%
COc1ccc(CNc2nc3ccccc3c3nc(-c4ccccc4)nn23)cc1	·	·	?	·	7%[76.3 µM]	·	-2%	?
O=C(NCc1cccnc1)c1cn(-c2ccccc2)nc1-c1cccs1	3%	-37%	-30%	1%	3%	2%	5%	-13%
Cc1ccc(NC(=O)CSc2ccc(-c3ccco3)nn2)c(C)c1	5%	?	-10%	2%	0%	-3%	-17%	2%
CC1(C(=O)OCc2cc(=O)n3cc(Br)ccc3n2)CC1(Cl)Cl (configuration not stated)	6%	-21%	-7%	-7%	-12%	-2%	-15%	2%
C=CCNC(=O)c1cccc(C(F)(F)F)c1	0%	-9%	-5%	12%	10%	-2%	-4%	-6%
COc1ccccc1Nc1ncccc1C(=O)NCc1ccccc1	-18%	-15%	?	-4%	-11%	-8%	-2%	2%
CCOC(=O)C1CCCCN1Cc1cc(Cl)ccc1O (configuration not stated)	-13%	-6%	-7%	-2%	-7%	-5%	-5%	7%
CCOc1cc(/C=N/Nc2nc(=O)[nH]nc2C)ccc1O	-4%	·	-1%	-6%	-13%	-9%	-15%	9%
CN(C)C(/C=C/Nc1ccc([N+](=O)[O-])cc1)=C(C#N)C#N	6%	-12%	-8%	-1%	1%	·	?	-7%
Cc1c(Cl)cccc1-c1ccc(C(=O)N2CCN(c3ccc([N+](=O)[O-])cc3)CC2)o1	-15%	-26%	-24%	2%	3%	0%	?	3%
COCCN1CCn2c(nc3cc(Nc4nnc(C)c5ccccc45)ccc32)C1	3%	-2%[10 µM]	-15%	·	-1%	-7%	?	3%
COc1cc2c(cc1OC)C(COc1ccc3c(C)cc(=O)oc3c1)N(C(=O)Cc1ccccc1)CC2 (configuration not stated)	·	·	-16%	·	-4%[76.3 µM]	·	-14%	-1%
O=C(COC(=O)c1cnccn1)c1ccccc1	6%	23%	-2%	-3%	-2%	-4%	-7%	1%
O=C(O)COCCN1CCN([C@H](c2ccccc2)c2ccc(Cl)cc2)CC1	-4%	·	-4%	-4%[15.4 µM]	5%	-3%	-8%	13%
CCOC(=O)c1c(C)n(-c2ccc(C)cc2)c2ccc(OCC(O)CN3CCN(C)CC3)cc12 (configuration not stated)	-8%	-152%[inhibitor]	-8%	-6%	-5%	-7%	?	8%
Cc1ccc(-c2nc(-c3ccccn3)no2)cc1	3%	-101%[inhibitor]	-9%	-1%	0%	3%	-18%	-2%
COc1cccc2cc(C(C)N(CCCN3CCOCC3)C(=O)Nc3ccc(Cl)cc3)oc12 (configuration not stated)	3%	2%	5%	-2%	1%	-13%	4%	-7%
Nc1nnc(Sc2ccc(Cl)cc2[N+](=O)[O-])s1	10%	-7%[10 µM]	-10%	0%	-3%	8%	-6%	-4%
COc1ccc(-c2nnc(SCC(=O)N(Cc3ccccc3)C(C)(C)C)o2)cc1OC	10%	-8%	4%	4%	-12%	10%	8%	-2%
CCN(CC(=O)Nc1ccc(NC(C)=O)cc1)C(=O)C(c1ccccc1)c1ccccc1	1%	-6%[10 µM]	-4%	5%	3%	-2%	1%	-2%
O=C(C1CCC(=O)N1C1CCCCC1)N1CCN(c2ccc(F)cc2)CC1 (configuration not stated)	-4%	-5%	-10%	-2%	12%	-10%	-11%	-12%
CSCCC(NC(=O)c1cncc(Br)c1)C(=O)O (configuration not stated)	13%	-18%[0.074 µM]	-5%	0%	-6%	3%	-5%	-3%
CNC(=S)N1N=C(c2ccc(Br)cc2)CC1c1ccc(Br)cc1 (configuration not stated)	-1%	5%	-18%	2%	0%	?	-5%	-14%
O=C(NNc1c(Cl)cccc1Cl)C1CCC1	-4%	15%[10 µM]	8%	·	5%	-9%	3%	2%
Cn1c(-c2ccccc2[N+](=O)[O-])[n+](C)c2ccccc21	10%	7%[10 µM]	-20%	·	-9%	8%	-15%	-8%
COc1ccc(CCNC(=O)C/C(C)=N/NC(=O)C(c2ccccc2)c2ccccc2)cc1OC	-6%	14%[10 µM]	-17%	·	7%	-13%	-8%	-1%
CCCOc1ccc(C(=O)NCc2ccco2)cc1	5%	-27%	-4%	4%	3%	-11%	-6%	1%
COc1c(Cl)cccc1-c1cn2ccc(C)cc2n1	2%	-39%[10 µM]	-21%	·	-1%	0%	?	4%
COC(=O)c1[nH]c2ccc(F)cc2c1NS(=O)(=O)c1ccc(F)c(C)c1	-3%	·	-7%	-1%	-9%	-1%	-6%	6%
Cc1ccc(-c2nc3cc(Cl)ccc3o2)cc1NC(=O)COc1ccc(F)cc1	·	·	13%	·	10%[76.3 µM]	·	18%	-3%
CCCC(=O)NC(=S)Nc1cccc(NC(=O)c2ccccc2)c1	-9%	6%	6%	4%	-3%	-2%	12%	0%
CN(C)S(=O)(=O)c1cccc(NC(=S)NCc2ccc3c(c2)OCO3)c1	-20%	-16%	2%	-3%	0%	-22%	-2%	1%
CS(=O)(=O)Nc1ccc(C2=NN(C(=O)C3CCCCC3)C(c3cccs3)C2)cc1 (configuration not stated)	?	32%[10 µM]	-22%	?	2%	?	2%	-12%
CCOc1ccc(N(CC(=O)N/N=C/c2cccnc2)S(C)(=O)=O)cc1	6%	-1%	-7%	1%	-13%	10%	-8%	-4%
CC(=O)Nc1cccc(NC(=O)CSc2cn(CC(=O)N3CCCC3)c3ccccc23)c1	·	·	-3%	·	0%[76.3 µM]	·	-8%	3%
O=C1c2ccccc2C(=O)N1CSc1nnnn1-c1ccccc1	7%	-3%	1%	2%	3%	3%	0%	0%
Cc1cccc2cc(C#N)c(SCC(=O)NCc3cccs3)nc12	3%	18%[10 µM]	4%	2%	0%	1%	4%	3%
COc1cccc(N2C(=O)C3C(C2=O)C2C=CC3C23CC3)c1 (configuration not stated)	-2%	-15%[10 µM]	-1%	7%	6%	-3%	-3%	3%
O=C1NC(=O)C2C1C(c1cccs1)NN2Cc1ccccc1 (configuration not stated)	6%	·	-5%	3%	11%	0%	-6%	-2%
CC1(C)CN(c2cccc(Br)c2)C1=O	-2%	-16%	-3%	-1%	-12%	0%	-6%	3%
CC(=O)N1CCc2c(sc3c2c(=O)n(Cc2ccccc2)c(=O)n3Cc2ccccc2F)C1	·	·	-10%	·	-18%[76.3 µM]	·	-15%	-5%
CC(C)CNC(=O)c1nc(-c2ccccc2)n(-c2ccccc2)n1	1%	-20%	2%	-10%	6%	0%	-2%	4%
CCOC(=O)CC(=O)CSc1nc(CC)c(C)cc1C#N	7%	2%[10 µM]	-20%	·	-5%	-8%	-18%	6%
c1csc(CNc2nc3ccccc3n2CCN2CCOCC2)c1	4%	-7%[10 µM]	-12%	0%	19%	1%	-6%	-3%
Cc1cccc2sc(NC(=O)CNS(=O)(=O)c3ccc(Br)s3)nc12	-25%	0%	-24%	3%	4%	-23%	?	-6%
COc1ccc(Cl)cc1NC(=O)CSc1nnc(COc2ccccc2)n1C	-4%	-5%	-13%	-5%	-5%	-2%	-15%	2%
Cc1cc2cc3c(cc2nc1SCc1ccccn1)OCCO3	-1%	6%[10 µM]	-7%	-1%	1%	4%	-10%	-2%
Cc1cccc(NC(=O)Cn2c(=O)n(Cc3ccco3)c(=N)c3c4c(sc32)COC(C)(C)C4)c1	-14%	0%	-30%	-9%	1%	-11%	-2%	-7%
COC(=O)c1ccc(NC(=O)CN2C(=O)CSC2=O)cc1	-2%	12%[10 µM]	-1%	-1%	0%	-6%	?	-2%
O=C1c2cccc3cccc(c23)C(=O)N1CCCN1CCN(c2ccc(F)cc2)CC1	7%	-43%[inhibitor]	-29%	3%	-3%	0%	-14%	10%
COc1ccc(Nc2oc(-c3cccs3)nc2C#N)cc1	10%	9%	?	-6%	?	3%	?	10%

Five entries from above, set out differently.
Each structure is followed by: aGal spleen mod, HTT cytoprotect, Tau fluor counter, GAA inhib, GAA glycogen mod, GAA spleen mod, Tau ThT inhib, Tau fibril FP
- CC(C)CNC(=O)c1nc(-c2ccccc2)n(-c2ccccc2)n1
    1%, -20%, 2%, -10%, 6%, 0%, -2%, 4%
- CCOC(=O)CC(=O)CSc1nc(CC)c(C)cc1C#N
    7%, 2%[10 µM], -20%, ·, -5%, -8%, -18%, 6%
- c1csc(CNc2nc3ccccc3n2CCN2CCOCC2)c1
    4%, -7%[10 µM], -12%, 0%, 19%, 1%, -6%, -3%
- Cc1cccc2sc(NC(=O)CNS(=O)(=O)c3ccc(Br)s3)nc12
    -25%, 0%, -24%, 3%, 4%, -23%, ?, -6%
- COc1ccc(Cl)cc1NC(=O)CSc1nnc(COc2ccccc2)n1C
    -4%, -5%, -13%, -5%, -5%, -2%, -15%, 2%
